core106 dimerization: inhibitors of HCV core protein dimerization, confirmation, biochemical, TR-FRET, triplicate (AID 2152). TR-FRET GST-/Flag-core106 dimerization, HTRF; stronger effect = higher value. inhibition, % at 5 µM. 2,300 tested, 1% active. Hepatitis C virus core protein (core106 dimerization);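 active = mean inhibition over three replicate wells above the hit threshold derived in the earlier primary screen, cut at about 45% in these data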;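 note: 0% = DMSO wells and 100% = unlabelled core106 competitor control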
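Material: GST- and Flag-tagged HCV core106 peptides, dimerization via antibody TR-FRET. Medium: HEPES/KF buffer, pH 7.45. Doses: one 5 µM dose, 0.5% DMSO. Times: 4 h incubation, 22.5 °C. Detection: TR-FRET, excitation 340 nm, emission 671 and 617 nm. Measure: percent inhibition from emission ratio. Controls: unlabelled core106 and DMSO wells.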
* marks the source's active call; other numbers are inactive results. Some of the compounds tested; count on the stated rates, not on these rows.

Preview, 20 compounds:
SMILES | core106 dimerization
Cc1cccc(-n2c(SCc3cc(=O)n4ccsc4n3)nc3ccccc32)c1 | 6
O=C1Nc2ccccc2SC(c2ccccc2)C1O (centres undefined) | 30
COc1ccccc1NC(=O)CCSCCC(=O)Nc1ccccc1OC | -8
Cc1ccc(Cl)cc1N1CCN(C(=O)CSc2nnc3n2C(C)(C)Cc2ccccc2-3)CC1 | -2
Cc1ccc(-c2cc(C(=O)N/N=C/C=C/c3ccco3)c3ccccc3n2)cc1C | -4
Cc1onc(-c2ccccc2)c1C(=O)Nc1cccc2nsnc12 | 6
CN(CC(=O)Nc1ccc(F)cc1)C(=O)c1cc(-c2ccco2)nc2ccccc12 | 13
O=C(Cc1cccs1)Nc1nnc(SCc2cccc3ccccc23)s1 | 8
COc1cc2c(cc1NC(=O)C(C)OC(=O)c1ccc(S(=O)(=O)Nc3ccccc3Cl)cc1)oc1ccccc12 (centres undefined) | 22
CCOC(=O)c1ccc2c(c1)C1C=CCC1C(C(=O)O)N2 (centres undefined) | 10
Cc1sc2ncnc(SCC(=O)NC(=O)NCc3ccco3)c2c1C | 5
O=C(NN1C(=O)/C(=C/C=C/c2ccco2)SC1=S)c1ccncc1 | -8
COc1ccc(C(=O)OCc2cc3cccc(C)c3[nH]c2=O)cc1 | 41
Cc1c(C(=O)OCC(C)C)[nH]c2c1C(=O)CC(c1ccco1)C2 (centres undefined) | 9
CCN(C(=O)CN1C(=O)S/C(=C\C=C\c2ccccc2)C1=O)C1CCS(=O)(=O)C1 (centres undefined) | -9
Cc1noc(C)c1COC(=O)CCCc1c[nH]c2ccccc12 | 1
O=C(Nc1ccc(Cl)cc1)[C@@H]1[C@@H]2C(=O)N(c3ccc(Cl)cc3Cl)C(=O)[C@@H]2[C@H]2C=CC=NN21 | 4
Cn1cccc1C(=O)NC(=O)COC(=O)Cc1coc2ccc3ccccc3c12 | 5
COc1ccc(-n2nc3c(c2NC(=O)c2ccc(N4C(=O)CCC4=O)cc2)CSC3)cc1 | -4
CCS(=O)(=O)N1Cc2ccccc2CC1C(=O)Nc1nc2ccc(F)cc2s1 (centres undefined) | -3

The list itself, from the start:
SMILES | core106 dimerization
Cc1cccc(-n2c(SCc3cc(=O)n4ccsc4n3)nc3ccccc32)c1 | 6
O=C1Nc2ccccc2SC(c2ccccc2)C1O (centres undefined) | 30
COc1ccccc1NC(=O)CCSCCC(=O)Nc1ccccc1OC | -8
Cc1ccc(Cl)cc1N1CCN(C(=O)CSc2nnc3n2C(C)(C)Cc2ccccc2-3)CC1 | -2
Cc1ccc(-c2cc(C(=O)N/N=C/C=C/c3ccco3)c3ccccc3n2)cc1C | -4
Cc1onc(-c2ccccc2)c1C(=O)Nc1cccc2nsnc12 | 6
CN(CC(=O)Nc1ccc(F)cc1)C(=O)c1cc(-c2ccco2)nc2ccccc12 | 13
O=C(Cc1cccs1)Nc1nnc(SCc2cccc3ccccc23)s1 | 8
COc1cc2c(cc1NC(=O)C(C)OC(=O)c1ccc(S(=O)(=O)Nc3ccccc3Cl)cc1)oc1ccccc12 (centres undefined) | 22
CCOC(=O)c1ccc2c(c1)C1C=CCC1C(C(=O)O)N2 (centres undefined) | 10
Cc1sc2ncnc(SCC(=O)NC(=O)NCc3ccco3)c2c1C | 5
O=C(NN1C(=O)/C(=C/C=C/c2ccco2)SC1=S)c1ccncc1 | -8
COc1ccc(C(=O)OCc2cc3cccc(C)c3[nH]c2=O)cc1 | 41
Cc1c(C(=O)OCC(C)C)[nH]c2c1C(=O)CC(c1ccco1)C2 (centres undefined) | 9
CCN(C(=O)CN1C(=O)S/C(=C\C=C\c2ccccc2)C1=O)C1CCS(=O)(=O)C1 (centres undefined) | -9
Cc1noc(C)c1COC(=O)CCCc1c[nH]c2ccccc12 | 1
O=C(Nc1ccc(Cl)cc1)[C@@H]1[C@@H]2C(=O)N(c3ccc(Cl)cc3Cl)C(=O)[C@@H]2[C@H]2C=CC=NN21 | 4
Cn1cccc1C(=O)NC(=O)COC(=O)Cc1coc2ccc3ccccc3c12 | 5
COc1ccc(-n2nc3c(c2NC(=O)c2ccc(N4C(=O)CCC4=O)cc2)CSC3)cc1 | -4
CCS(=O)(=O)N1Cc2ccccc2CC1C(=O)Nc1nc2ccc(F)cc2s1 (centres undefined) | -3
CCOC(=O)C1=C(c2ccccc2)NC(=S)NC1c1ccc(Cl)c([N+](=O)[O-])c1 (centres undefined) | 4
CN(C)c1ccc(/C=N\NC(=S)SCN2C(=O)C3CCC(C)(C2=O)C3(C)C)cc1 (centres undefined) | -3
Cc1ccc(C2(C)NC(=O)N(CC(=O)c3ccc(Cl)s3)C2=O)cc1 (centres undefined) | 0
NC(=O)c1ccsc1NC(=O)COC(=O)/C=C/c1ccc([N+](=O)[O-])cc1 | 8
CN(CC(=O)Nc1cccc(F)c1)C(=O)c1cccc(-n2cccc2)c1 | 33

(continued)
SMILES | core106 dimerization
Cc1ccc(OCC(=O)Nc2nnc(S(=O)(=O)N3CCC(C)CC3)s2)cc1 | 29
Cc1ccc(-c2nn(-c3ccccc3)cc2/C=N/NC(=O)c2ccc(Br)o2)cc1 | -4
COc1ccccc1CNC(=O)CSc1ccc(-c2ccccn2)nn1 | -9
CC1(C)Cc2c(C#N)c(NCc3ccco3)nc(-c3ccco3)c2CO1 | 1
COc1ccc2c(CC(=O)Nc3ccc(OC)c(NS(=O)(=O)c4ccc(F)cc4)c3)coc2c1 | 8
O=C(Nc1ccc2c(c1)OCO2)c1cc(-c2cccnc2)nc2ccccc12 | 0
Cc1ccc2nc(/C(C#N)=C\c3ccc(Oc4ccc(C(F)(F)F)cc4[N+](=O)[O-])cc3)[nH]c2c1 | -6
CC(Sc1nnc(NCc2ccccc2)s1)C(=O)Nc1ccc2c(c1)C(=O)c1ccccc1C2=O (centres undefined) | 1
Cc1cc(Cl)cc(Cl)c1OCC(=O)NCc1ccco1 | -2
O=C(Oc1ccc(N(Cc2cccs2)C2=NS(=O)(=O)c3ccccc32)cc1)c1ccc(Cl)cc1 | -10
O=C(Nc1ncc(S(=O)(=O)c2ccc([N+](=O)[O-])cc2)s1)c1cccc2ccccc12 | -2
Cc1ccc(C)c(N2CCN(S(=O)(=O)c3ccc4[nH]c(=O)ccc4c3)CC2)c1 | 1
O=C(/C=C/c1cccs1)N1CCC2(CC1)Oc1ccc(Cl)cc1C(=O)C21CC(c2ccccc2)=NO1 (centres undefined) | 2
O=C1CCCCC1Sc1nnc(Cc2cccs2)n1CCc1ccccc1 (centres undefined) | 0
Cc1noc(/C=C/c2ccco2)c1S(=O)(=O)N1CCC(C(=O)N2CCc3ccccc32)CC1 | 0
COc1ccc(-n2c(C)cc(-c3csc(N)n3)c2C)cc1 | -6
COCCOC(=O)c1[nH]c2c(c1C)C(=O)CC(c1ccco1)C2 (centres undefined) | 5
O=C(COC(=O)c1cc(-c2cccs2)nc2ccccc12)NCc1ccco1 | 4
COCCn1c(C)nc2oc3ccc(Br)cc3c(=O)c2c1=O | -1
Cc1onc(-c2ccccc2)c1C(=O)Nc1nc(-c2ccccc2)cs1 | 0
O=c1c2c3c(sc2n2cnnc2n1Cc1ccccc1)CN(Cc1ccccc1)CC3 | 12
Cc1cc(-c2csc(NC(=O)c3ccc(=O)[nH]c3)n2)c(C)n1Cc1ccccc1 | 4
CCCCc1ccc(C2C(C#N)=C(N)SC(N)=C2C#N)s1 | 2
Cc1nn(CC(=O)NCCc2ccco2)c(=O)c2nn(-c3ccccc3)c(C)c12 | 8
Cc1cc(C(=O)N/N=C/c2ccc(Cl)c([N+](=O)[O-])c2)c(C)n1-c1ccc(F)cc1 | -3

Going on with the list.
SMILES | core106 dimerization
Cc1cc(C)n2c(SCC(=O)NC3CCCC(C)C3C)nnc2n1 (centres undefined) | -2
O=C(COC(=O)C1CCCCC1C(=O)N1CCc2ccccc21)NCc1ccco1 (centres undefined) | 0
CCOC(=O)/C=c1\s/c(=C\c2ccc(C#N)cc2)c(=O)n1CC(=O)NCc1ccco1 | -8
Nc1cc(=O)[nH]c(SCC(=O)N2N=C(c3ccc(Cl)cc3)CC2c2ccco2)n1 (centres undefined) | 3
COc1ccc(CN2C(=O)C(Cc3ccccc3)Nc3ncnc(N4CCc5ccccc5C4)c32)cc1 (centres undefined) | -26
CC(C)(C)c1nnc2sc(SC/C(O)=C(\C#N)c3nc4ccccc4[nH]3)nn2c1=O | 0
CCc1nnc(NCC(=O)N2CCc3ccccc32)s1 | 27
CCCCc1ccc(NC(=O)CSC2=C(C#N)C(c3ccco3)C3=C(CCCC3=O)N2)cc1 (centres undefined) | -1
O=c1[nH]c(Nc2ccccc2)cc2ccccc12 | -11
COc1ccc(C(=O)COC(=O)c2cccnc2Cl)c(OC)c1 | 15
Nc1nnc(SCC(=O)Nc2sc3c(c2C(=O)c2ccccc2)CCCC3)s1 | 2
CN(c1ccc(Cl)cc1)c1cc(=O)n(C)c2ccccc12 | 20
Cc1cccc(N2CCN(S(=O)(=O)c3ccc4c(c3)CC(=O)N4C)CC2)c1C | -1
COc1ccc(-n2c(SCC(=O)Nc3sc4c(c3C#N)CCCC4)nnc2-c2ccccc2OC)cc1 | -2
CS(=O)(=O)c1ccc2nc(NC(=O)CCC(=O)c3cccs3)sc2c1 | 3
N#CC(=C1CCCC1)c1nc(-c2ccccc2O)cs1 | -2
Cc1occc1-c1nnc(-c2cc([N+](=O)[O-])cc([N+](=O)[O-])c2)o1 | 2
CC(/C=N/n1c(-c2ccc(Cl)cc2)n[nH]c1=S)=C\c1ccco1 | -5
O=C(N=c1ccn(-c2nc3ccccc3nc2NS(=O)(=O)c2ccc(Cl)cc2)cc1)c1ccccc1Cl | -8
O=[N+]([O-])c1cc(S(=O)(=O)Nc2cccc(Cl)c2)ccc1N=Nc1c(O)[nH]c2ccccc12 | 6
O=c1c2c(-c3ccco3)csc2nc(SCc2cn3cccnc3n2)n1-c1ccccc1 | 15
CN(C)c1ccc(/C=C2\SC(=O)N(CCc3nnc(N)s3)C2=O)cc1 | -20
CCCN(C(=O)c1cccc(-n2cccc2)c1)c1c(N)n(Cc2ccccc2)c(=O)[nH]c1=O | 8
CN(C)c1ccc(/C=N/NC(=O)C(=O)/C=C2\NC3(CCCC3)Cc3ccccc32)cc1 | 0
COc1cc(OC)c2c(N)c(C#N)c(C(F)(F)C(F)(F)F)nc2c1 | 14

3 of these compounds in another layout.
smiles	core106 dimerization
COc1ccc(C(=O)COC(=O)c2cccnc2Cl)c(OC)c1	15
Nc1nnc(SCC(=O)Nc2sc3c(c2C(=O)c2ccccc2)CCCC3)s1	2
CN(c1ccc(Cl)cc1)c1cc(=O)n(C)c2ccccc12	20

(cont.)
SMILES | core106 dimerization
CCOc1ccccc1N1CCN(C(=O)c2cc(-c3cc(OC)ccc3OC)nc3ccccc23)CC1 | 7
Cc1ccc(-c2csc(NC(=O)c3ccc(S(=O)(=O)N4CCc5ccccc54)cc3)n2)cc1 | 2
CC1CCN(Cc2c(C(=O)N/N=C/c3cc(Cl)ccc3O)nnn2-c2nonc2N)CC1 | -3
CC(C)=CCc1c(O)cc2oc3c(CC=C(C)C)c(O)c(O)c(CC=C(C)C)c3c(=O)c2c1O | 32
Cc1csc2sc(-c3ccnc(SCC(=O)NCc4ccccc4)n3)c(C)c12 | 19
C=CCn1nnc2sc3c(c2c1=O)CCC(C)C3 (centres undefined) | -1
CCc1cc2cc(C(=O)Nc3ccc(C)cc3)sc2s1 | 8
O=C(CCc1nc2sc3c(c2c(=O)[nH]1)CCCC3)NCCc1ccc(F)cc1 | 0
O=C(CN1C(=O)/C(=C/c2ccccc2)SC1=S)Nc1ncc(Cc2ccccc2)s1 | 0
CC(C)c1nc2sc3c(=S)nc[nH]c3c2c2c1CCC2 | 16
Cc1ccc(CNC(=O)C2CCN(S(=O)(=O)c3c(C)noc3/C=C/c3ccco3)CC2)cc1 | -8
Cc1cc(-c2csc(NC(=O)c3ccc(=O)n(C)n3)n2)c(C)n1CC1CCCO1 (centres undefined) | 22
CCOC(=O)c1nn(-c2ccc(Cl)cc2)c2nc(-c3ccc(C)cc3)c(C#N)c(=O)n12 | 11
COC(=O)c1cc(C)nc2c1C(=O)C(=O)C=C2N1CCOCC1 | -9
NS(=O)(=O)c1ccc2c(c1)C1C=CCC1C(C1CC=CCC1)N2 (centres undefined) | 7
CSc1ncc(CN2CCCC(C(=O)Nc3ccc(-c4ccco4)cc3)C2)cn1 (centres undefined) | -5
COc1ccc(-c2csc(NCc3ccco3)n2)cc1C | -5
O=C(CNc1ccc2c(c1)OCO2)N/N=C\c1cn(Cc2ccccc2)c2ccccc12 | -4
Cc1cccc(C(=O)c2c(N)sc3c2CCC(C)C3)c1 (centres undefined) | 5
O=C(CSc1nc(-c2ccc(F)cc2)cs1)NC(=O)NCc1ccco1 | -3

Bioassay records from PubChem BioAssay.
